Screening data: PubChem, National Center for Advancing Translational Sciences (NCATS)
RGS4 inh – human RGS4 inhibition; AID 504845; actives 0.039% (n = 390,000); P49798; Transcreener GDP fluorescence polarization, RGS4-accelerated GTP hydrolysis; Potency, µM (doses to about 114 µM), inactives show at the highest dose activity change, negative = inhibition, hits mostly inhibitors; further: potency means the concentration at half of the fitted maximal effect; on the % scale 0 is the no-effect control and ±100 the full control effect; nearly all actives have a fitted effect of over 75% in size; some results filed as inactive show a strong effect at the top dose
Target sequence (P49798 whole entry, looked up): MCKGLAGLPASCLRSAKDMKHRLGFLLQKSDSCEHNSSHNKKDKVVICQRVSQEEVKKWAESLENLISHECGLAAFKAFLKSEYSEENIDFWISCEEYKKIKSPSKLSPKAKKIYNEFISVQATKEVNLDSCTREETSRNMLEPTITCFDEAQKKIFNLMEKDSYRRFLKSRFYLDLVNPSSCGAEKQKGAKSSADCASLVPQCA
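MLSMR compounds (23 nl, pin-transferred) preincubated 10 min at room temperature with a 500nM (2x) first reagent, then RGS4 at 900nM (2x) plus Transcreener GDP mix added; fluorescence polarization (620/688 nm) read before and after 90 min at 30 °C.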
rTrxR1 inhibitor – blocks rat thioredoxin reductase 1; recombinant rTrxR1, NADPH fluorescence consumption, selenite substrate; Potency, µM (series often up to 114 µM), without a hit: at the highest dose activity change, negative = inhibition, hits mostly inhibitors; actives 1% (n = 390,000); further: potency means the concentration at half of the fitted maximal effect; on the % scale 0 is the no-effect control and ±100 the full control effect; nearly all actives have a fitted effect of over 65% in size
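Rat TrxR1 (90 nM in the dispensed reagent) was pre-reduced with 400 uM NADPH for 5 min at room temperature, then incubated with compound for 15 min. After 400 uM selenite was added, NADPH fluorescence (Ex 340/Em 450 nm) was followed for 8 min.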
Vif-A3F inh – blocks the Vif interaction with APOBEC3F | HeLa A3F-eYFP + Vif (tagged APOBEC3F with the HIV-1 protein that degrades it), YFP fluorescence increase | Potency, µM (highest dose often 46.1 µM), inactives show top-dose activity, negative = active | AID 602313 | actives 0.2% (n = 390,000); further: potency means the concentration at half of the fitted maximal effect; % of control where 0% means no effect; nearly all actives have a fitted effect of over 65% in size
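Fluorescence increase (Ex 488/Em 500-530) after overnight compound treatment at 37 deg C flags inhibition of Vif-driven A3F-eYFP loss in stable HeLa A3F-eYFP/Vif cells seeded overnight beforehand.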
GRP78 ERSR act – ER stress response induction in glioma; U87-MG GRP78 promoter luciferase reporter, 16 h; Potency, µM, for inactives: at the highest dose activation, usual class: activators; actives 0.02% (n = 420,000); AID 602332; further: potency means the concentration at half of the fitted maximal effect; series mostly up to about 76 µM; % of control where 0% means no effect; nearly all actives have a fitted effect of over 35% in size
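Stably transfected U87-MG glioma cells carrying a GRP78-based luciferase sensor; 16 h compound incubation. Luminescence end-point read 10 min after Bright-Glo addition at room temperature.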
TrxR1 substrate – is turned over as a substrate by rat TrxR1. purified TrxR1 substrate turnover, NADPH consumption readout. Potency, µM (titrated, usually from 114 µM), for inactives: at the top dose activity change, negative = substrate turnover. actives 0.01% (n = 390,000); further: potency means the concentration at half of the fitted maximal effect; on the % scale 0 is the no-effect control and ±100 the full control effect; nearly all actives have a fitted effect of over 50% in size
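Rat TrxR1, dispensed at 90 nM, was prereduced with 400 uM NADPH (final) for 5 min at ~22 deg C, then incubated with compound 15 min before 400 uM selenite. A first-read NADPH fluorescence drop versus no-compound background flagged substrates.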
LDHA inh – blocks human lactate dehydrogenase A; P00338; purified LDHA, NADH/diaphorase-resazurin fluorescence; stronger effect = lower value; activity change, % (values are at about 110 or 230 µM); actives 0.15% (n = 480,000); in the data active means activity change below about -30%; inconclusive means mostly about -25% to -30%;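 further: plate controls were DMSO wells for no effect and wells without enzyme for full effect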
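Remaining NADH was detected by diaphorase (0.133 mg/mL) converting 37 µM resazurin to fluorescent resorufin, read at 0 and 20 minutes. The preceding 5-minute room-temperature reaction used 2 nM LDHA, 0.2 mM sodium pyruvate and 0.06 mM NADH at pH 7.4.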
Vif-A3G inh – Vif-A3G binding inhibition | AID 602310 | Q9HC16 | actives 0.076% (n = 410,000) | Potency, µM (series often up to 46.1 µM), inactives show top-dose activity, negative = active, actives largely listed as inhibitors | HeLa A3G-eYFP + Vif (tagged APOBEC3G with the HIV-1 protein that degrades it), YFP fluorescence, overnight;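 further: potency means the concentration at half of the fitted maximal effect; on the % scale 0 is the no-effect control and ±100 the full control effect; nearly all actives have a fitted effect of over 60% in size; hits raise eYFP signal because A3G escapes Vif-driven loss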
Target sequence (Q9HC16 whole entry, looked up): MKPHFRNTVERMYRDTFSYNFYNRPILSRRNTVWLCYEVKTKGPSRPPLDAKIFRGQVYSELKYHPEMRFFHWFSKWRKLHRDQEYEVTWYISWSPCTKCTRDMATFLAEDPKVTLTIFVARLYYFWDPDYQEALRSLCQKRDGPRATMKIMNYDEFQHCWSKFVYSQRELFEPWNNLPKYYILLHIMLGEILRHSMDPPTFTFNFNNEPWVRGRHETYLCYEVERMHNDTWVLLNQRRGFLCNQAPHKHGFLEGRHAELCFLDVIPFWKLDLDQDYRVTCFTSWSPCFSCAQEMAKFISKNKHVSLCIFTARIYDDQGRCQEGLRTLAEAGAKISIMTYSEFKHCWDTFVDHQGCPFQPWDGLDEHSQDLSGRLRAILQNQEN
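Read-out is eYFP fluorescence (Ex 488/Em 500-530) from Vif-expressing HeLa A3G-eYFP cells; more signal means A3G escaped Vif-mediated degradation. Cells plated overnight, compound pinned in, incubated overnight at 37 deg C.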
USP1 inh – inhibitors of human USP1/UAF1 deubiquitinase. O94782. recombinant USP1/UAF1, Ub-Rhodamine cleavage fluorescence. Potency, µM (top dose mostly 57.1 µM), for inactives: top-dose activity change, negative = inhibition, usual class: inhibitors. actives 0.23% (n = 390,000); further: potency means the concentration at half of the fitted maximal effect; on the % scale 0 is the no-effect control and ±100 the full control effect; nearly all actives have a fitted effect of over 60% in size; inactives centre near -12
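High-throughput fluorogenic screen: 1nM USP1/UAF1 complex, Ub-Rho substrate 150nM final, 50mM HEPES pH 7.8 with 0.5mM EDTA, 0.1 mg/ml BSA, 1mM TCEP and 0.01% Tween-20.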
IDH1 R132H inh – inhibitors of human mutant IDH1 R132H; O75874; IDH1-R132H enzyme, NADPH consumption, diaphorase/resazurin fluorescence; Potency, µM (doses to about 76.6 µM), for inactives: at the highest dose activity change, negative = inhibition, usual class: inhibitors; actives 0.093% (n = 390,000); further: potency means the concentration at half of the fitted maximal effect; on the % scale 0 is the no-effect control and ±100 the full control effect; nearly all actives have a fitted effect of over 65% in size
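IDH1-R132H (0.5 ug/mL) preincubated 30 min with compound, then NADPH (0.016 mM) and alpha-KG (2 mM) added; 80 min at RT, pH 7.5. Remaining NADPH coupled via diaphorase/resazurin to fluorescence (540/590 nm); concentration-response curves normalized to no-enzyme control.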
The depositor's hits bear a star; ? = inconclusive; & = joins results of further samples; [ ] = another dose, or the depositor's remark. Unless noted, the call rests on the fitted dose curve; in most records, active means well fitted curve in the direction sought with a large enough effect; inconclusive means small, poorly fitted or top-dose-only effect, or another doubt; inactive means no such curve, though single readings can be large; an effect the other way counts as inactive or inconclusive. This is a subset (hit frequency here may not be typical).

#1 COc1ccccc1CNC(=O)c1cnccn1
#2 Cc1ccc(C(=O)NNC(=O)C2CCN(c3nccc(C)n3)CC2)cc1
#3 Cn1nnnc1SCC(=O)N1CCOCC1
#4 COc1ccc(-c2cc(C(F)(F)F)nc(N3CCOCC3)n2)cc1
#5 CCOc1ccc(C(=O)Nc2cccc(C(=O)OCc3cc(=O)n4cc(C)sc4n3)c2)cc1
#6 COc1ccc(C(CNC(=O)c2cc(SC)ccc2Cl)N(C)C)cc1 (stereo not given)

entry no.	1	2	3	4	5	6
RGS4 inh	34.0%	12.8%	-29.8%[56.9 µM]	-12.0%	-0.3%	-19.6%[11.4 µM]
rTrxR1 inhibitor	8.3%	15.2%	18.0%	11.3%[57.1 µM]	0.7%[57.1 µM]	5.0%
Vif-A3F inh	-9.6%	-3.3%	-14.0%	-16.8%	-5.1%	2.2%
GRP78 ERSR act	-1.4%	-1.0%	-4.3%	-1.6%	-0.7%	-4.1%
TrxR1 substrate	6.7%	27.3%	8.1%	4.9%[57.1 µM]	-0.7%[57.1 µM]	6.1%
LDHA inh	-10.9	-14.2	-10.0	4.1	-8.4	-2.0
Vif-A3G inh	1.7%	2.4%	0.3%	-9.2%	-1.9%	-0.4%
USP1 inh	-7.7%	-17.8%	-24.9%	-12.5%	-18.2%	-16.8%
IDH1 R132H inh	2.2%	-4.0%	3.3%	1.4%	-10.0%	-5.1%

#7 CSc1nc2c(cnn2-c2ccc(C)c(C)c2)c(=O)[nH]1
#8 O=C(Nc1ccc2c(c1)C(=O)NC2=O)c1ccc(S(=O)(=O)N2CCCC2)cc1
#9 Cc1oc2ncn(CC(C)C)c(=O)c2c1C(=O)N1CCN(c2ccccc2F)CC1
#10 COc1ccc(CNc2ccc3c(c2)ncn3-c2ccccc2OC)cc1
#11 O=C(Nc1nc(-c2ccncc2)cs1)c1ccco1
#12 CCOc1cc(N2CCOCC2)c(OCC)cc1NC(=O)CSc1nnc(N)s1

entry no.	7	8	9	10	11	12
RGS4 inh	13.0%	1.7%	-8.7%	10.4%	-52.2%	1.5%
rTrxR1 inhibitor	20.8%	23.8%	10.7%	19.1%[11.4 µM]	-11.6%	-16.4%
Vif-A3F inh	5.3%	-28.1%	-10.2%	-2.7%	-1.9%	9.6%
GRP78 ERSR act	-2.6%	-3.3%	-0.5%	-0.7%	-1.9%	-3.5%
TrxR1 substrate	-0.6%	22.7%	1.1%	13.9%[57.1 µM]	-9.7%	-9.0%
LDHA inh	-6.9	-8.1	0.1	8.9	-1.5	17.7
Vif-A3G inh	-9.2%	-2.6%	1.0%	-0.8%	-0.2%	1.3%
USP1 inh	-14.3%	2.6%	?	-19.1%	-10.0%	-14.3%
IDH1 R132H inh	-0.5%	-0.7%	5.2%	10.1%	9.6%	-4.0%

Reformatted: ten of the compounds above
Second line of a record: RGS4 inh	rTrxR1 inhibitor	Vif-A3F inh	GRP78 ERSR act	TrxR1 substrate	LDHA inh	Vif-A3G inh	USP1 inh	IDH1 R132H inh
[3] Cn1nnnc1SCC(=O)N1CCOCC1
→ -29.8%[56.9 µM]	18.0%	-14.0%	-4.3%	8.1%	-10.0	0.3%	-24.9%	3.3%
[4] COc1ccc(-c2cc(C(F)(F)F)nc(N3CCOCC3)n2)cc1
→ -12.0%	11.3%[57.1 µM]	-16.8%	-1.6%	4.9%[57.1 µM]	4.1	-9.2%	-12.5%	1.4%
[5] CCOc1ccc(C(=O)Nc2cccc(C(=O)OCc3cc(=O)n4cc(C)sc4n3)c2)cc1
→ -0.3%	0.7%[57.1 µM]	-5.1%	-0.7%	-0.7%[57.1 µM]	-8.4	-1.9%	-18.2%	-10.0%
[6] COc1ccc(C(CNC(=O)c2cc(SC)ccc2Cl)N(C)C)cc1 (stereo not given)
→ -19.6%[11.4 µM]	5.0%	2.2%	-4.1%	6.1%	-2.0	-0.4%	-16.8%	-5.1%
[7] CSc1nc2c(cnn2-c2ccc(C)c(C)c2)c(=O)[nH]1
→ 13.0%	20.8%	5.3%	-2.6%	-0.6%	-6.9	-9.2%	-14.3%	-0.5%
[8] O=C(Nc1ccc2c(c1)C(=O)NC2=O)c1ccc(S(=O)(=O)N2CCCC2)cc1
→ 1.7%	23.8%	-28.1%	-3.3%	22.7%	-8.1	-2.6%	2.6%	-0.7%
[9] Cc1oc2ncn(CC(C)C)c(=O)c2c1C(=O)N1CCN(c2ccccc2F)CC1
→ -8.7%	10.7%	-10.2%	-0.5%	1.1%	0.1	1.0%	?	5.2%
[10] COc1ccc(CNc2ccc3c(c2)ncn3-c2ccccc2OC)cc1
→ 10.4%	19.1%[11.4 µM]	-2.7%	-0.7%	13.9%[57.1 µM]	8.9	-0.8%	-19.1%	10.1%
[11] O=C(Nc1nc(-c2ccncc2)cs1)c1ccco1
→ -52.2%	-11.6%	-1.9%	-1.9%	-9.7%	-1.5	-0.2%	-10.0%	9.6%
[12] CCOc1cc(N2CCOCC2)c(OCC)cc1NC(=O)CSc1nnc(N)s1
→ 1.5%	-16.4%	9.6%	-3.5%	-9.0%	17.7	1.3%	-14.3%	-4.0%

Following part:
#13 COc1cccc(NC(=O)Cn2c(CCC(=O)O)ccc2-c2ccc(C)cc2)c1
#14 COc1ccc(C)cc1NC(=O)C(C)N(c1ccc(C)cc1)S(C)(=O)=O (stereo not given)
#15 CSc1n[nH]c(=O)n1C1CCCCC1
#16 COc1ccc(S(=O)(=O)N2CN3CCN(C3)C2)cc1OC
#17 COC(=O)c1cc2c(ccn2-c2ccc(F)cc2)n1Cc1ccc(OC)cc1
#18 COC(=O)CN(C(=S)Nc1ccccc1)C1CC(=O)N(c2ccc(OC)cc2)C1=O (stereo not given)
#19 Cc1nc2nc[nH]n2c(=O)c1NC(=O)CC12CC3CC(CC(C3)C1)C2
#20 O=C(Nc1ccccc1)N(c1ccccc1)C1C=CS(=O)(=O)C1 (stereo not given)
#21 Oc1ccc(Cl)cc1CNCc1ccc(C(F)(F)F)cc1

entry no.	13	14	15	16	17	18	19	20	21
RGS4 inh	-8.4%	-12.7%	12.5%	-13.2%	-7.0%	-7.3%	5.0%&8.0%	-19.9%	41.7%
rTrxR1 inhibitor	-10.4%	4.2%	18.3%	26.7%	7.3%	-2.3%	4.5%[57.1 µM]	15.0%	16.3%
Vif-A3F inh	-0.2%	-5.8%	-4.8%	7.2%	?	3.9%	0.7%&-0.3%	11.3%	-22.8%
GRP78 ERSR act	1.5%	0.9%	-3.5%	-3.7%	-1.7%	-3.5%	-5.6%&-1.7%	-3.6%	-3.4%
TrxR1 substrate	-4.5%	-7.6%	-1.5%	7.9%	12.5%	-5.7%	5.5%[57.1 µM]	9.9%[57.1 µM]	7.0%[57.1 µM]
LDHA inh	-0.6	12.7	1.0	-15.0	-0.8	-1.0	-5.3&-2.4	-5.6	1.4
Vif-A3G inh	1.9%	-0.8%	-0.1%	1.1%	-12.3%	0.0%	-1.0%&-4.2%	0.2%	0.0%
USP1 inh	-17.7%	3.9%	-10.6%	-19.8%	-23.7%	-12.2%	0.9%&13.8%	0.9%	19.4%
IDH1 R132H inh	-3.4%	3.2%	-8.2%	-6.0%	1.8%	-3.1%	-4.0%&0.6%	15.3%	0.9%
